MT1-MMP act inh: MT1-MMP (human) activation inhibition. GFP/RFP ratio change, % at 20 µM. 360,000 tested, 0.061% active. P50281. HT1080 RFP-PRO-GFP cells, GFP/RFP ratio fluorescence, overnight; percent of plate control window, DMSO zero. AID 651647;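 active = GFP/RFP ratio change of at least 30% with cell ATP level not reduced by more than half and red fluorescence within 50% of control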; also: strong numbers were not always called active
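Assay system – RFP-PRO-GFP reporter HT1080 cells · Compound dosing – single dose of 20 µM compound, 1% DMSO final · Incubation – overnight compound exposure at 37 °C · Measure – GFP/RFP fluorescence ratio · Benchmarks – DMSO wells and RFP-L50D-GFP cells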
LMPTP block: blocks human LMPTP phosphatase. P24666. recombinant LMPTP-A, OMFP fluorogenic substrate, fluorescence intensity. inhibition, % at 20 µM. 360,000 tested, 0.22% active. AID 651560;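 active = compounds that cut the enzyme signal by at least half of the control window in the single-dose screen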;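 also: plate controls were DMSO wells with enzyme plus substrate for no effect and substrate without enzyme for full effect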
Target sequence (P24666 whole entry, looked up): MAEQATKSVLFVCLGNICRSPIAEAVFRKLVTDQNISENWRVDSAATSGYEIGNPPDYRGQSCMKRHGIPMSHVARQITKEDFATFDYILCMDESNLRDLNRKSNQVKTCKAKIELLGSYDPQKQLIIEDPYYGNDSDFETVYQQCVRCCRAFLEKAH
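Test system: LMPTP-A, protein tyrosine phosphatase of low molecular weight; Input: 0.625 nM enzyme; Incubation: 50 min dark incubation at room temperature; Signal: endpoint fluorescence intensity from OMFP dephosphorylation; Read-out basis: % inhibition versus control wells.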
CendR NRP1 mod: alters CendR peptide binding to human NRP-1; AID 602438; inhibition, % at 25 µM; O14786; FAM-RPARPAR peptide binding to NRP-1, fluorescence polarization; 360,000 tested, 0.85% active;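 active = inhibition or corrected inhibition above about 18%, plus a signal ratio from 0.5 to 1.5, limit read from the data, passing the limit was not always enough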; also: strong numbers were not always called active
Rpn11 block: Rpn11 (human) deubiquitinase inhibition | O00487 | human 26S proteasome, Ub4-pepOG fluorescence polarization; 20S core pre-blocked with epoxomicin | calls only at 20 µM | 360,000 tested, 0.59% active;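 active = inhibition at 20 µM, scaled to each plate's controls, above about 33%, limit read from the data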
SUMO1 PPI mod: SUMO1-SIM interaction modulation; P63165; SUMO1 binding to a labelled peptide, TR-FRET, 1 h; inhibition, % at 20 µM; 360,000 tested, 0.33% active; AID 602429; in the data active = inhibition above about 37%
Target sequence (P63165 whole entry, looked up): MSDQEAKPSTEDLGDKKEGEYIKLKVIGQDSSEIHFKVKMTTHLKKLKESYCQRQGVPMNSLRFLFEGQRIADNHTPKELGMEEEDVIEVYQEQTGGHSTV
NadD inh: inhibitors of Staphylococcus aureus NadD; 360,000 tested, 0.78% active; purified NadD enzyme, colorimetric absorbance read-out; inhibition, % at 20 µM; in the data active = inhibition above about 26%; also: some compounds past the cut are filed as inactive
Scp1 inh: blocks human Scp-1 phosphatase activity. inhibition, % at 20 µM. AID 493091. Recombinant Scp1, phosphopeptide, malachite green phosphate absorbance. Q9GZU7. 340,000 tested, 0.88% active;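 active = inhibition above about 50% at 20 µM, limit read from the data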;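 also: plate controls were DMSO wells with enzyme for no effect and wells lacking enzyme for full effect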
Target sequence (Q9GZU7 76-261 limits assumed): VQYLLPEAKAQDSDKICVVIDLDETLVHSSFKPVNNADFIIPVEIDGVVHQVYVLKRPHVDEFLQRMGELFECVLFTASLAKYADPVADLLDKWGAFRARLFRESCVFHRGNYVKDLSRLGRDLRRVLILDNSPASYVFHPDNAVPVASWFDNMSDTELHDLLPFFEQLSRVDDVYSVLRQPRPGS
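Test system: SCP-1 phosphatase catalytic domain, residues 76-261 | Compound dosing: One concentration, 20 µM, with 1.0% DMSO | Schedule: 45 min room-temperature reaction, 5 min colour, 30 min stabiliser | Detection: Absorbance at 630 nm | Read-out basis: % inhibition of SCP-1 phosphate liberation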
DNMT1 inh: inhibitors of human DNMT1. P26358. DNMT1 molecular beacon, Hinp1I cleavage, fluorescence. inhibition (reported as % activation of signal), % at 10 µM. 360,000 tested, 0.83% active. AID 588458; in the data active = inhibition above about 50%
SKN-1 inh: C. elegans SKN-1 inhibition. inhibition, % at 21.8 µM. 360,000 tested, 0.49% active. C. elegans VP596 Pgst-4::GFP/RFP ratio, acrylamide-induced, 24 h. AID 624304;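 active = interference check ratio from 0.5 to 1.5 plus GFP to RFP signal ratio inhibition reaching or exceeding a fixed threshold, cut at about 30% in these data, passing the limit was not always enough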; also: some compounds called inactive have numbers as strong as hits
STEP inh: STEP (human) phosphatase inhibition; P54829; recombinant STEP, OMFP fluorogenic substrate, fluorescence; inhibition, % at 20 µM; 360,000 tested, 0.25% active; AID 588621;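 active = inhibition at 20 µM, scaled per plate between control wells, above about 37%, limit read from the data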;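 also: 0% = DMSO with enzyme and substrate and 100% = substrate only without enzyme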
Target sequence (P54829 whole entry, looked up): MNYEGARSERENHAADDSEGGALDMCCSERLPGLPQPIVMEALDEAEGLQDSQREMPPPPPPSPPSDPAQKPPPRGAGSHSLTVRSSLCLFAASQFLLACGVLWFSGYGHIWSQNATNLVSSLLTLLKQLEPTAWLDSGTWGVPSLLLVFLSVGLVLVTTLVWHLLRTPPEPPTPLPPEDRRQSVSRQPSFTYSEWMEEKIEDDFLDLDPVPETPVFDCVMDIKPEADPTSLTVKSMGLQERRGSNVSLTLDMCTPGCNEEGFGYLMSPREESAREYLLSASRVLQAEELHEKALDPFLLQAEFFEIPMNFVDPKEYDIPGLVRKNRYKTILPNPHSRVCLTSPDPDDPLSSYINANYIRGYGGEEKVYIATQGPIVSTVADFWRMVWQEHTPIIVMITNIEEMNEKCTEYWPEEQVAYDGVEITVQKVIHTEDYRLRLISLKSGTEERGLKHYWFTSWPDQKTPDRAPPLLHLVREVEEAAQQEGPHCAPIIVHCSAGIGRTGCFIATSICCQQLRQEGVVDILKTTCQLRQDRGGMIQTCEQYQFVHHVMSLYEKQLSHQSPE
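System: STEP phosphatase, cell-free reaction; Buffer or medium: Bis-Tris pH 6.0 buffer with DTT, detergent; Incubation: 20 min at room temperature, dark; Measured by: fluorescence, 480/540 nm.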
* hit, by the source's call; i = inactive; / = no result given. Rows are unselected; overall some 3.9% were active at least once.

Each structure is followed by: MT1-MMP act inh, LMPTP block, CendR NRP1 mod, Rpn11 block, SUMO1 PPI mod, NadD inh, Scp1 inh, DNMT1 inh, SKN-1 inh, STEP inh
1: Cc1ccc(NC(=O)CCc2ccc(S(=O)(=O)N3CCOCC3)cc2)c(O)c1
→ 3.3, 0.4, 4.1, i, 3.7, -2.6, -9.5, -6.1, -9.1, -2.9
2: CN(C)S(=O)(=O)N1CCC(Oc2ccc(C(=O)NCC(C)(C)CO)cc2)CC1
→ 1.6, -0.9, 8.3, i, -0.8, 4.7, -4.4, -5.1, -0.6, 0.0
3: COc1ccc(OC)c(-n2c(Cn3c(-c4ccccn4)nc4ccccc43)n[nH]c2=S)c1
→ -0.7, -1.8, 6.3, i, 2.2, -3.4, -1.1, 5.2, -6.6, 0.2
4: COc1ccc(OC(C)C(=O)N2CCC(C)CC2)cc1 (stereo not given)
→ -1.3, -0.6, 3.7, i, -1.1, 3.0, 4.7, 3.5, -16.9, -0.1
5: O=C(Cc1ccc(Cl)cc1)Nc1ccc(NC(=O)c2cccs2)cc1
→ 3.0, 6.7, 3.3, i, 2.0, 3.8, -0.8, 22.7, 4.8, -1.5
6: CCC(C)n1c(-c2cccc(S(=O)(=O)N3CCOCC3)c2)n[nH]c1=S (stereo not given)
→ -4.8, -1.0, 1.9, i, 0.2, 2.5, -2.0, -0.1, 14.3, 11.2
7: Cc1ccc(CNc2c(C=O)c(=O)[nH]c3ccccc23)cc1
→ -1.2, -0.7, 9.3, i, 5.6, -7.6, -7.3, 0.9, 2.3, 1.1
8: Cc1nc2ccccc2c(=O)n1/N=C/c1ccc(O)cc1O
→ -5.2, 0.5, 5.5, i, 9.8, 4.4, 1.4, 2.8, 5.9, -0.2
9: CC(C)(C)NC(=O)C1CCN(S(=O)(=O)c2cccc3nsnc23)CC1
→ -1.4, -1.3, 5.2, i, -38.9, -8.5, -2.5, 4.1, 0.2, -2.1
10: COc1ccc(C2NC(=O)NC(C)=C2C(=O)Nc2cc(C)ccc2C)cc1OC (stereo not given)
→ 1.7, -2.2, -14.8, i, -1.3, 3.7, 3.6, 0.3, -6.8, 1.3
11: CC1=C(CC[C@@H](C)CO)OC2CC3C4CCC5CC(O)CCC5(C)C4CC(=O)C3(C)C12 (stereo not given in full)
→ 2.0, 0.2, -3.4, i, 3.3, -0.7, 4.1, -5.5, -0.7, -2.3
12: COc1ccc(-c2ccc(CN3C(C)C(=O)N(Cc4cn(Cc5ccco5)nn4)CCS3(=O)=O)cc2)cc1 (stereo not given)
→ -5.4, 3.8, -25.5, i, -0.1, 13.2, /, -7.7, 4.5, 2.6
13: CCCCNC(=O)c1cnc2n(c1=O)CCS2
→ -0.8, 0.2, 2.3, i, 4.1, -6.8, 3.2, 0.2, 8.1, -1.8
14: CCCCC(=O)Nc1cccc(NC(=O)c2cccc([N+](=O)[O-])c2)c1
→ -0.1, 0.0, 2.4, i, -14.3, -9.3, -2.8, -1.5, 18.0, -2.4
15: O=C(O)c1ccc(C(=O)O)c(C(=O)c2ccccc2)c1
→ -1.7, -0.1, -7.3, i, 1.7, -0.7, 0.4, 0.8, -14.8, -1.7

(next part)
Each structure is followed by: MT1-MMP act inh, LMPTP block, CendR NRP1 mod, Rpn11 block, SUMO1 PPI mod, NadD inh, Scp1 inh, DNMT1 inh, SKN-1 inh, STEP inh
16: CCOC(=O)[C@H]1[C@H]2COc3cc(OC)ccc3[C@@H]2N2C(=O)c3cc(F)ccc3NC(=O)[C@@]12C
→ -2.8, -0.7, 0.7, i, 3.7, -2.9, -6.5, 1.6, 4.4, 2.1
17: O=C(Nc1ccccc1)c1cc(C2CCCCN2S(=O)(=O)c2ccc(F)cc2F)on1 (stereo not given)
→ -1.0, 1.2, -4.0, i, -1.0, -5.7, /, -0.1, 15.7, 0.3
18: COc1ccc(CCN(C)C(=O)c2cc(=O)c3ccccc3o2)cc1OC
→ 3.5, -0.4, 1.8, i, -14.5, -7.2, -5.5, 4.1, 1.1, -1.7
19: Cc1ccc(CCNC(=O)c2nn(C)c3c2CS(=O)(=O)c2ccccc2-3)cc1
→ 4.2, 0.6, 5.5, i, 0.1, -14.3, -2.2, 2.5, -12.7, -1.7
20: CCCc1[nH]c2ccc(C#N)cc2c1CCC
→ -3.2, 3.8, -2.2, i, 3.4, -5.6, -12.4, -1.0, 16.9, -0.6
21: Cc1cc(C(=O)CCC(=O)N2CCN(S(=O)(=O)c3ccccc3)CC2)c(C)s1
→ -2.9, -0.4, 2.7, i, 9.4, -3.6, -2.7, 1.2, -5.1, -0.3
22: Cn1c(SCC(=O)Nc2cc([N+](=O)[O-])ccc2F)nnc1C(F)(F)F
→ 2.1, 2.0, 1.9, i, -18.7, -6.3, 0.6, 4.6, 3.1, -1.8
23: COCCCNC(=O)c1c(N)n(-c2ccc3c(c2)OCO3)c2nc3ccccc3nc12
→ -4.4, 2.4, -6.0, i, -4.8, -6.4, -4.8, -0.7, -8.1, 3.3
24: Nc1cccc(Oc2ccc([N+](=O)[O-])cc2)c1
→ -0.3, 0.0, -10.3, i, 16.2, -2.4, -3.5, -4.4, 0.3, -3.5
25: Cc1cccc(C)c1OCc1cc(C(=O)NCc2cn(C)nc2C)no1
→ 2.4, 0.5, 13.8, i, 7.4, -0.4, -1.8, -0.1, -3.8, 8.7
26: O=C(c1cn[nH]c1)c1cc(F)ccc1O
→ -5.2, -1.3, 1.9, i, -0.5, 3.1, 2.0, 2.0, -15.0, -3.5
27: CC(C)(C)c1cc(NC(=O)c2ccco2)n(-c2ccccc2)n1
→ 0.3, -0.5, 0.9, i, 3.4, -3.2, -9.3, 4.7, -1.8, -0.8
28: COc1ccc(NC(=O)CSc2nncn2C)cc1
→ -0.7, -1.4, 9.3, i, 1.8, -5.2, -9.0, -2.1, -6.0, 5.7
29: COc1ccccc1Nc1nc(N)nc(CN2CCN(Cc3ccc4c(c3)OCO4)CC2)n1
→ 0.2, 0.1, -21.2, i, -0.7, -5.0, -10.5, -1.5, -19.9, -1.0
30: CCN1c2ccccc2-c2nc3ccccc3n2C1c1cccs1 (stereo not given)
→ 3.6, 5.3, 2.5, i, 3.8, 2.2, -5.2, -7.7, 9.9, 7.6

Further entries:
Each structure is followed by: MT1-MMP act inh, LMPTP block, CendR NRP1 mod, Rpn11 block, SUMO1 PPI mod, NadD inh, Scp1 inh, DNMT1 inh, SKN-1 inh, STEP inh
31: CCn1nnc(NC(=O)COc2ccc(C3CCCCC3)cc2)n1
→ -0.9, 1.3, 5.0, i, -3.7, -5.0, -9.7, -2.6, 16.8, -2.6
32: CC(NC(=O)Cc1cccs1)C(c1cccs1)N1CCOCC1 (stereo not given)
→ 1.4, -1.8, -16.3, i, -1.4, -5.1, -10.8, -5.9, 12.3, 1.4
33: CC1CCN(CC(=O)Nc2ccccc2C(=O)c2ccccc2)CC1
→ -1.7, -0.8, 15.7, i, 1.7, -2.2, -3.7, 0.5, 15.9, -1.1
34: COc1ccc(-c2cc3nc(-c4ccccc4)cc(N4CCN(C(=O)c5ccsc5)CC4)n3n2)cc1
→ -5.9, 2.9, 3.1, i, -2.8, 28.8, /, -10.3, 14.6, 5.5
35: O=CN1CCN(C(=S)Nc2ccc(OC(F)F)cc2)CC1
→ -5.3, -1.9, -2.7, i, -3.3, -0.7, 0.9, -2.2, -9.6, 2.9
36: O=C(Cc1ccc(Br)cc1)NC1CCN(Cc2ccccc2)CC1
→ 2.6, -0.2, 5.8, i, -6.5, 1.5, -3.1, 1.0, 13.7, -1.3
37: CC(C(=O)OCC(=O)c1ccc([N+](=O)[O-])cc1)N1C(=O)C2C3CCC(C3)C2C1=O (stereo not given)
→ -10.0, 0.1, 13.6, i, -31.4, 3.3, -6.7, 0.1, -3.1, -1.3
38: COc1cc(O)c(CCC(=O)c2cc(OC)c(OC)c(OC)c2)c(OC)c1
→ 8.8, -0.9, -4.7, i, 3.5, -1.0, -7.3, -3.2, -4.4, -0.1
39: CS(=O)(=O)N(CC(=O)NC1CCCCC1)Cc1ccc(Cl)cc1
→ -30.8, -1.8, 4.1, i, 1.0, -6.7, -6.2, -6.1, -6.8, -0.6
40: CC(C)(CC(=O)O)CC(=O)NCc1c(Cl)cccc1Oc1ccccc1
→ -0.2, -0.3, -2.2, i, 2.0, -3.8, -13.3, 4.2, 7.5, 0.3
41: O=C(O)CCCN1C(=O)C(=O)/C(=C(/O)c2ccccc2)C1/C=C/c1ccccc1 (stereo not given)
→ 3.0, -0.6, -2.9, i, 1.9, 0.1, -7.0, -1.1, -3.1, 2.0
42: O=C(/C=C\c1ccccc1)Nc1ccc(NC(=O)c2ccco2)cc1
→ 5.3, 1.4, -11.5, i, -2.0, -5.9, -5.3, -0.3, 5.7, 2.9
43: O=C(c1cc(F)ccc1F)N1CCC(N2CCC(C(=O)N3CCCC3)CC2)CC1
→ -2.1, -0.3, -16.5, i, -4.9, 2.7, -5.5, -1.1, 9.0, 1.0
44: COc1ccccc1NC(=O)CN1CCSc2ccccc21
→ -0.9, 0.3, 0.2, i, -0.1, -10.3, -2.3, -2.1, -3.8, -0.7
45: COc1ccccc1Oc1cc(F)nc(N)n1
→ -2.8, -0.1, 8.2, i, -0.2, -11.4, -6.5, 0.1, 11.5, 5.7

(next part)
Each structure is followed by: MT1-MMP act inh, LMPTP block, CendR NRP1 mod, Rpn11 block, SUMO1 PPI mod, NadD inh, Scp1 inh, DNMT1 inh, SKN-1 inh, STEP inh
46: CCC(C)Sc1ccc([C@H]2N[C@@](C)(C(=O)OC)[C@H]3C(=O)N(C)C(=O)[C@@H]23)cc1 (stereo not given in full)
→ 6.8, -1.4, 10.0, i, 3.6, -1.1, -5.9, -0.1, -0.3, -0.9
47: COc1cc(Cc2cc(OC)c(O)c(OC)c2)cc(OC)c1O
→ 9.5, -0.7, -7.8, i, 1.2, -1.9, /, 13.7, -1.3, -1.8
48: CCN1CCN(Cc2nc3c(c(=O)n(C)c(=O)n3C)n2C(C)C(C)=O)CC1 (stereo not given)
→ 0.2, -0.8, 0.9, i, -2.6, 4.9, 1.9, -1.9, 8.5, -1.3
49: O=C(NCc1ccc(Cl)cc1)c1cc(=O)nc2sc(-c3ccccc3)nn12
→ -2.0, 2.0, 1.3, i, -0.5, 1.7, 0.0, 0.1, 7.0, -0.7
50: Cc1cccc(-c2nc(CN3CCCC(C(=O)NC4CCCC4)C3)c(C)o2)c1 (stereo not given)
→ /, -2.4, 10.8, i, 2.5, -5.3, -3.5, 1.6, -27.6, -0.2
51: CC1(C)CC(=O)C=C(Nc2ccc(O)c(C(=O)O)c2)C1
→ 2.1, -1.9, -0.7, i, -2.4, 0.1, 3.8, -4.1, 8.8, -1.8

Screening data deposited in PubChem BioAssay by Sanford-Burnham Center for Chemical Genomics.
